# TCR act: activates T cell receptor signaling; primary human leukocytes, anti-CD3, IL-2 HTRF, 48 h; Potency, µM (highest dose often 9.22 µM), without a hit: at the highest dose activation of IL-2 secretion, actives largely listed as activators; 330,000 tested, under 10 active; also: % of control where 0% means no effect
#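 1) Mix primary human leukocytes, a-CD3 beads and compound. 2) Incubate 48 hr. 3) Add HTRF IL-2 reagents (a-IL-2-K, a-IL-2-d2).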
# Coupling enz: counter-screen for Giardia aldolase inhibitors: coupling enzyme system. coupling enzyme system counterscreen, AmpLite Red fluorescence. 0.67% of 290,000 active. activity change, negative = inhibition, % at 58.2 µM, hits read low; in the data active = activity change below about -30%; also: % is scaled to controls: 0 for no effect and ±100 for the full control effect
#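 Final compound at 57.5 uM, incubated 10 min at RT with coupling enzyme reagent (glyceraldehyde-3-phosphate), then 20 min with substrate and AmpLite Red detection. Fluorescence read at 525/598 nm; tests interference with the coupling assay, not aldolase inhibition.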
# Giardia kill: Giardia lamblia killing | AID 540267 | activity change, % at 7.66 µM, hits read low | Giardia lamblia trophozoite viability | 0.15% of 340,000 active; in the data active = activity change below about -80%; inconclusive = between about -30% and that limit;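 also: parasites exposed to compound for two days anaerobically before the ATP read; % is scaled to controls: 0 for no effect and ±100 for the full control effect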
#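 Luminescent ATP signal served as the viability read-out, measured 15-30 min after adding ATP detection reagent to trophozoites that had been incubated with compounds for 48 hrs at 37 deg C anaerobically at 100 cells/well.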
# GALK inh: galactokinase (human) inhibition. 0.007% of 270,000 active. Purified GALK, Kinase-Glo residual ATP luminescence. Potency, µM (series often up to 57.5 µM), inactives show at the top dose activity change, negative = inhibition, actives largely listed as inhibitors; also: potency is read from the fitted curve at half-maximal effect; % is scaled to controls: 0 for no effect and ±100 for the full control effect
#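 Galactose (100 uM) and ATP (35 uM) were turned over by 5 nM GALK for 1 h at RT. Kinase-Glo Plus then converted the remaining ATP into a luminescent signal.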
# hERG WT inh: inhibitors of human wildtype KCNH2 potassium channel. Q12809. 0.37% of 340,000 active. activity change, % at 1.84 µM. U2OS, BacMam KCNH2, thallium flux FluxOr; active compounds read low;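 active = maximum activity change below -70%; inconclusive = maximum activity change between -70% and -50%; inactive = maximum activity change above -50%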; also: % is scaled to controls: 0 for no effect and ±100 for the full control effect
# Target sequence (Q12809 whole entry, looked up): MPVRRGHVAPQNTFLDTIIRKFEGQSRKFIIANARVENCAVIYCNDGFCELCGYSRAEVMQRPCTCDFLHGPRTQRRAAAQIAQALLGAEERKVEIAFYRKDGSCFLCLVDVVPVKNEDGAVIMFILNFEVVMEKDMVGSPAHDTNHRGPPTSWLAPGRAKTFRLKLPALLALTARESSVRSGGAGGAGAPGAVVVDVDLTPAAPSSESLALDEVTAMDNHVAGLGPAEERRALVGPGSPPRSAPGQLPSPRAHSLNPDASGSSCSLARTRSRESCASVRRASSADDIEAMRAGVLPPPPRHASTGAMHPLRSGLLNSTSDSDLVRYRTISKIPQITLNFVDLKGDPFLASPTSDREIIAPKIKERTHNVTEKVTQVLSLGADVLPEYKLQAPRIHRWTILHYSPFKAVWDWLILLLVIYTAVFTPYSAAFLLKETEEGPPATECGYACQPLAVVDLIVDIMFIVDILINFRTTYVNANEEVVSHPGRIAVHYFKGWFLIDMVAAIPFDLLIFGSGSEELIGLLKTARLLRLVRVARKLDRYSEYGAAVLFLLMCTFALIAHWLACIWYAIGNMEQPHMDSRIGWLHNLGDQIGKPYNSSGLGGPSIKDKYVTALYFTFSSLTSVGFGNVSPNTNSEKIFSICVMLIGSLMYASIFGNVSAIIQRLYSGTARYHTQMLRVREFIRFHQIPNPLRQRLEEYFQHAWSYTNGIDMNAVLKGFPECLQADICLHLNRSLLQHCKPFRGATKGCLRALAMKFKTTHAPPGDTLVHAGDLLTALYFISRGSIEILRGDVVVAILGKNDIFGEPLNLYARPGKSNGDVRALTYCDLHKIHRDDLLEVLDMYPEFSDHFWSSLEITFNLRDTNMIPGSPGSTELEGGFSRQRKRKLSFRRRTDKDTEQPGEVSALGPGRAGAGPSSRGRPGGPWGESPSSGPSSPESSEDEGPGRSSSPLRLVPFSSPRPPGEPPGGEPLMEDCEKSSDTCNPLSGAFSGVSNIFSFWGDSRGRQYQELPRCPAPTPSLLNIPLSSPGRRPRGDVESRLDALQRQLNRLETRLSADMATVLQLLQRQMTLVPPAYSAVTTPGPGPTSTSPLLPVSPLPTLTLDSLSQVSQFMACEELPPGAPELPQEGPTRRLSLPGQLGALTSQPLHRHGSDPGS
#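 U2OS cells transduced with wild-type KCNH2 virus are loaded with FluxOr dye for 45 min, and thallium flux is measured in kinetic reads before and after stimulation buffer. Rate constants are normalized to DMSO controls.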
# AT treatment: candidate therapy for ataxia-telangiectasia; […] A-T fibroblasts, KAP-1 phosphorylation AlphaLISA; neocarzinostatin DNA damage 30 min before lysis; Potency, µM (top dose mostly 57.5 µM), for inactives: at the highest dose activation, hits mostly activators; 0.19% of 320,000 active; AID 485349; also: potency is read from the fitted curve at half-maximal effect; % of control where 0% means no effect; nearly all actives have a fitted effect of over 45% in size
#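 ATM-like activity read as KAP-1 phosphorylation via AlphaLISA donor/acceptor antibody pairs after lysis and 6 hr at 25C. Cells were ATM-null patient fibroblasts ([…], hTERT), dosed 60 min, then exposed to the DSB inducer NCS for 30 min.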
# TSHR antagonist: blocks TSH signaling through the human TSH receptor; P16473; TSHR-expressing cells, TSH-stimulated cAMP HTRF, 2 h; active compounds read low; activity change, negative = inhibition, % at 11.5 µM; 0.2% of 330,000 active;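 active = activity change below a set negative limit, meaning inhibition stronger than a set level, cut at about -70% in these data; inconclusive = activity change between two set negative limits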; also: % is scaled to controls: 0 for no effect and ±100 for the full control effect
#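 Inhibition of cAMP made by TSHR-expressing cells under TSH stimulation (4nM final, EC80; 2 h, 37 deg C) is quantified with a one-step lysis HTRF kit, anti-cAMP cryptate versus cAMP-d2.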
# Chronic BCR inh: chronic active BCR signaling inhibition; ABC-DLBCL IkBa-CBG/CBR reporter, luminescence ratio, 4 h; Potency, µM (highest dose often 46.1 µM), for inactives: at the top dose ratio change, negative = lower green/red ratio, usual class: inhibitors; 0.05% of 340,000 active; AID 493014; active = well fitted inhibition curve with a large enough effect in the signal ratio, with a control signal flat, not every such curve was filed as active; inconclusive = small, poorly fitted or top-dose-only effect, or effect the other way, or a change in a side signal; the % refers to the signal ratio;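 also: potency is read from the fitted curve at half-maximal effect; plate controls were basal doxycycline-induced cells for no effect and cells given 10 µM MG132 for full effect; MG132 reads +100%, hits lower the ratio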
#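 Compounds up to 46 uM were incubated four hours with TMD8 cells whose green CBG68 luciferase is fused to IkappaBalpha; red CBR luminescence normalised the signal, and concentration-effect curves were fitted to fusion, red and ratio data.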
# Tb PFK block: blocks T. brucei phosphofructokinase; T. brucei PFK, ADP-Glo luminescence; O15648; 0.17% of 330,000 active; Potency, µM (series often up to 57.5 µM), inactives show at the highest dose activity, negative = inhibition, usual class: inhibitors;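 also: potency is read from the fitted curve at half-maximal effect; 0% = uninhibited 1x PFK enzyme wells and -100% = no-enzyme wells; nearly all actives have a fitted effect of over 60% in size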
#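 1.25 nM PFK with 0.5 mM F6P and 0.1 mM ATP in 0.1 M TEA pH 8.0, 5 mM MgCl2, incubated 45 min at room temperature; ADP measured by ADP-Glo luminescence; compounds titrated up to 57 uM.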
# CXXC DNA block: blocks binding of human MLL CXXC domain to DNA | Q03164 | MLL-CXXC / FITC-HOXA9 DNA fluorescence polarization | Potency, µM (highest dose often 115 µM), without a hit: at the top dose activity change, negative = inhibition, most hits filed as inhibitors | 0.037% of 290,000 active; active = well fitted inhibition curve with a large enough effect in the polarisation, with a control signal flat, not every such curve was filed as active; inconclusive = small, poorly fitted or top-dose-only effect, or effect the other way, or a change in a side signal; inactive = no such curve, though single readings can be large or run the other way; the % refers to the polarisation; also: potency is read from the fitted curve at half-maximal effect
#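 Purified MLL-CXXC (added from a 7 uM solution) was preincubated 5 min at ambient with pinned compounds in 50 mM Tris-HCl pH 7.5, 50 mM NaCl, 1 mM DTT, 0.05% BSA. Fluorescein-labeled HOX-A9 DNA (50 nM solution) followed, 30 min, then polarization read.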
# * marks the source's active call; other numbers are inactive results; ? = inconclusive; . = not tested or not shown; & = joins results of further samples; [ ] = dose if it differs, or a comment. Unless noted, calls follow the shape of the dose curve; as a rule, active = well fitted curve in the direction sought with a large enough effect; inconclusive = small, poorly fitted or top-dose-only effect, or another doubt; inactive = no such curve, though single readings can be large; an effect the other way counts as inactive or inconclusive. Outcome played no part in choosing rows (roughly 1.6% active in at least one column).
SMILES,TCR act,Coupling enz,Giardia kill,GALK inh,hERG WT inh,AT treatment,TSHR antagonist,Chronic BCR inh,Tb PFK block,CXXC DNA block
CCCN(CCC)CC(O)CN1C(=O)N(CN2C(=O)N(CC(O)CN(CCC)CCC)C(=O)C2(C)C)C(C)(C)C1=O (configuration not stated),-3.3%,4.1,-0.7,-1.1%,1.5,3.5%,10.9,-7.9%,-2.6%,0.3%
CCCCCC(=O)Nc1nc2ccccc2[nH]1,0.0%[46.1 µM],0.7,-8.4,-1.6%,-27.0,.,-11.3,?,-2.4%,-0.8%
O=C(O)c1cccc(NC(=O)c2cn(-c3ccccc3)nc2-c2ccc([N+](=O)[O-])cc2)c1,-7.0%,0.7,28.1,4.3%,2.5,1.3%,-16.7,7.5%,0.3%,-24.4%
COc1ccc(N(C(=O)c2snc(C(N)=O)c2N)C(C(=O)NCc2ccccc2)c2ccc(O)cc2)cc1 (configuration not stated),-0.6%,2.4,10.6,-3.3%,3.1,2.8%,-6.3,-8.9%,1.4%,2.5%
NS(=O)(=O)c1ccc(-n2ncc3c(=O)[nH]c(SCC(=O)Nc4nccs4)nc32)cc1,0.1%,0.6,1.7,.,4.5,17.7%,-0.7,-1.2%,2.9%,13.7%
COc1ccc([C@H]2CC(=O)C=C(c3cc(Cl)ccc3OC)C2)cc1,8.8%,.,-19.3,.,13.7,11.7%,-20.0,2.1%,0.7%,.
CN(Cc1cccc(F)c1)C(=O)CNS(=O)(=O)c1ccc2ccccc2c1,-7.2%,0.5,-4.2,-2.8%,-1.8,18.9%,-6.9,-6.5%,-7.0%,7.1%
CC(C)CCn1c(=O)c2sccc2n2c(CCCC(=O)N3CCN(c4ccccn4)CC3)nnc12,7.2%,.,20.8,-3.9%,-5.9,-4.6%,5.1,0.0%,0.8%,25.4%
O=C(NN1C(=O)C2C(C1=O)C1C=CC2C12CC2)c1ccccc1Cl (configuration not stated),2.2%,0.5,0.9,-1.8%,-7.3,-0.8%,-10.9,8.8%,0.1%,3.9%
COc1ccc2cc3cc(C(=O)Nc4ccc5c(c4)OCCO5)oc3nc2c1,-1.5%,0.8,15.8,2.6%,-2.1,2.5%,-24.7,?,2.2%,3.2%
O=C(NNS(=O)(=O)c1ccccc1)C1CCN(S(=O)(=O)c2ccccc2)CC1,-0.9%,0.4,6.0,3.2%,-11.8,-6.9%,6.9,-3.8%,-2.2%[0.46 µM],-18.7%
COc1ccc(C(=O)Nc2c(C(C)(C)C)nn(C)c2C(C)(C)C)cc1,-3.5%,1.6,12.4,-1.8%,-5.8,-4.7%,-0.4,-2.8%,5.4%,-6.6%
O=S(=O)(Nc1ccc(-c2cn3cccnc3n2)cc1)c1ccccc1,1.4%,-0.6,34.2[activator],5.2%,-6.5,-3.9%,4.0,-4.3%,-2.3%,-1.5%
O=C(O)CC1NC(=O)N(c2ccccc2)C1=O (configuration not stated),.,-2.8,.,-3.2%,.,12.2%,-13.0,-0.6%,0.0%,2.1%
CC/C(=N\NC(=O)C1CCCC1)c1ccc(Br)cc1,-6.0%,0.1,4.5,-4.8%,-7.9,0.7%,60.9,-9.5%,0.1%,1.3%
O=C(Cc1ccc(-c2ccccc2)cc1)N1CCOCC1,-5.5%,1.0,6.9,-0.3%,3.0,0.9%,3.8,-1.4%,-7.7%,-7.2%
CCOc1ccc(N(CC(=O)Nc2cc(OC)cc(OC)c2)S(=O)(=O)c2c(C)[nH]c(=O)[nH]c2=O)cc1,-0.9%,.,?,4.2%,-4.4,3.7%,1.6,2.6%,-1.6%,2.5%
COc1cccc(CNS(=O)(=O)c2c(C)nc3sccn3c2=O)c1,8.2%,-2.8,-19.6,.,0.2,1.3%,-6.2,0.3%,-1.2%,.
O=C(CC1C(=O)NCCN1Cc1ccc(F)cc1Cl)NCc1ccon1 (configuration not stated),0.6%,.,10.3,-2.3%,-21.3,-0.1%,-0.8,0.6%,1.6%,-1.3%
O=C(O)C1CCCCN1S(=O)(=O)c1ccc(Cl)s1 (configuration not stated),0.7%,5.4,-17.0,2.8%,-14.0,-5.3%,5.4,9.3%,-2.9%,-0.1%

# An excerpt from above in order of the Tb PFK block value, largest number first:
compound	TCR act	GALK inh	TSHR antagonist	Tb PFK block	CXXC DNA block
COc1ccc(C(=O)Nc2c(C(C)(C)C)nn(C)c2C(C)(C)C)cc1	-3.5%	-1.8%	-0.4	5.4%	-6.6%
O=S(=O)(Nc1ccc(-c2cn3cccnc3n2)cc1)c1ccccc1	1.4%	5.2%	4.0	-2.3%	-1.5%
CCCN(CCC)CC(O)CN1C(=O)N(CN2C(=O)N(CC(O)CN(CCC)CCC)C(=O)C2(C)C)C(C)(C)C1=O (configuration not stated)	-3.3%	-1.1%	10.9	-2.6%	0.3%

# Two entries drawn at random from the list so far, as already listed:
SMILES,TCR act,Coupling enz,Giardia kill,GALK inh,hERG WT inh,AT treatment,TSHR antagonist,Chronic BCR inh,Tb PFK block,CXXC DNA block
O=C(O)CC1NC(=O)N(c2ccccc2)C1=O (configuration not stated),.,-2.8,.,-3.2%,.,12.2%,-13.0,-0.6%,0.0%,2.1%
COc1ccc(C(=O)Nc2c(C(C)(C)C)nn(C)c2C(C)(C)C)cc1,-3.5%,1.6,12.4,-1.8%,-5.8,-4.7%,-0.4,-2.8%,5.4%,-6.6%

# Other entries
SMILES,TCR act,Coupling enz,Giardia kill,GALK inh,hERG WT inh,AT treatment,TSHR antagonist,Chronic BCR inh,Tb PFK block,CXXC DNA block
CC1=CC(C)(C)NC(=S)N1c1ccccc1C,-0.3%&5.1%,-4.0,-20.3&0.9,-0.2%,-7.7&6.9,-3.8%,4.8,1.3%,0.9%,19.2%
Cc1nc(NCCN2CCOCC2)c2nnn(Cc3ccccc3Cl)c2n1,2.6%,0.3,7.8,-4.7%,3.9,5.4%,7.4,?,1.8%,-6.7%
COc1ccc(CCNS(=O)(=O)c2ccc3c(c2)CC(C)N3C(C)=O)cc1OC (configuration not stated),-14.1%,1.7,24.9,3.6%,-13.5,-1.2%,2.6,3.5%,-4.0%,-4.0%
COc1ccc(C(=O)NNC(=O)CN2CCN(c3nc(-c4ccccc4)cs3)CC2)cc1,-0.4%[46.1 µM],-1.1,-4.4,0.1%,3.3,-0.3%,7.8,10.3%,-0.1%,1.8%
COc1ccc(C)cc1S(=O)(=O)N1CCC(C(=O)NCCC2=CCCCC2)CC1,-4.9%,2.0,20.8,0.4%,-5.6,-2.8%,-4.1,6.1%,1.3%,16.2%
O=C(COc1ccc2cc(-c3ccccc3)c(=O)oc2c1)NCC1CCC(C(=O)O)CC1 (configuration not stated),0.2%,0.5,-10.7,.,0.3,16.1%,-15.1,?,0.5%,-18.5%
CCOC(=O)C(=NCCOC)NNc1cc(Cl)ccc1Cl,-1.3%[46.1 µM],1.7,-14.6,2.8%,10.6,-8.7%,-1.6,?,0.0%,2.1%
Cc1ccc(C2=[N+]([O-])C(C)(C)CC2)cc1,6.0%,2.9,-3.4,2.7%,4.5,0.7%,11.8,5.4%,5.7%,1.7%
O=C(Nc1ccc2c(c1)OCCO2)NC12CC3CC(CC(C3)C1)C2,-2.2%,-8.7,6.6,0.5%,0.9,3.7%,-2.8,-6.5%,-2.1%,0.4%
CCOc1ccccc1C1CC(=O)Nc2c1c(=O)n(C)c(=O)n2C (configuration not stated),-2.5%,1.2,-16.4,-1.5%,5.4,-25.4%,22.8,15.0%,-0.8%,-7.3%
COc1ccc(CCNS(=O)(=O)c2ccc3c(c2)NC(=O)C(C)S3)cc1OC (configuration not stated),-4.9%,4.6,-8.8,5.5%,4.8,1.5%,6.3,?,-1.3%,4.5%
CCOCCCNCc1ccc(OCc2ccccc2Cl)cc1,-5.3%[46.1 µM],-0.8,-6.0,-0.7%,-21.9,4.5%,6.5,0.6%,-3.2%,6.4%
O=P(O)(CP(=O)(c1ccccc1)c1ccccc1)c1ccccc1O,0.3%,-0.1,-18.2,5.8%,-19.3,4.3%,-14.9,0.7%,-3.0%,0.6%
O=C(NCc1cccnc1)c1cc2nc(-c3cccs3)cc(C(F)(F)Cl)n2n1,-0.8%,5.9,0.4,0.3%,1.4,-2.9%,-6.0,-8.5%,0.4%,18.9%
CCOC(=O)CNC(=O)CNC(=O)c1ccc(OC)cc1,5.0%,-1.5,25.6,-0.1%,-6.3,-5.3%,7.4,-0.4%,0.2%,4.4%
Cn1c(/N=C/c2c[nH]c3ccccc23)nc2ccccc21,-101.8%,0.8,-3.7,-1.4%,-1.8,3.0%,-12.6,?,4.0%,-2.1%
COc1cc(C2SCCS2)cc(Br)c1Oc1ncccc1[N+](=O)[O-],6.2%,-3.2,-8.5,0.2%,3.3,3.4%,-14.4,1.4%,-2.3%,-0.3%
